High-throughput results from PubChem.
ATXN viability: cell viability loss in ATXN counter-screen. S2 cells (HEK-293 line with an ATXN2-luciferase reporter) viability, CellTiter-Fluor protease fluorescence, 24 h. Potency, µM (doses to about 56.7 µM), hits mostly cytotoxic. 400,000 compounds, 0.49% hits; further: potency means the concentration at half of the fitted maximal effect; nearly all actives have a fitted effect of over 40% in size
HepG2 tox: kills HepG2 cells in TGF-b inhibitor counter-screen. HepG2 CAGA-GFP viability, ATP luminescence, 18 h. 410,000 compounds, 0.76% hits. AID 588856. Potency, µM (top dose mostly 46.1 µM), for inactives: at the highest dose activity change, negative = cytotoxicity, most hits filed as cytotoxic; further: potency means the concentration at half of the fitted maximal effect; some results filed as inactive show a strong effect at the top dose
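CellTiter-Glo luminescence gave cytotoxicity after 18 hours at 37 degrees C. The cells were HepG2 CAGA-GFP in 1% FBS DMEM, stimulated with 500 pg/mL TGF-beta after compound addition. %Activity was normalised to no-cell wells (complete cell-killing) and DMSO (no toxicity), and curves were fitted and classified.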
IL-2 act: activates IL-2 in a cell-based reporter assay | 360,000 compounds, 0.065% hits | activation, % (series mostly up to about 46 µM) | AID 652025 | IL-2 activation reporter assay, cell-based qHTS; stimulated with anti-CD3/CD4/CD28 beads; in transgenic mouse T cells; in the data active means activation above about 50%; inconclusive means mostly about 30% to 49%; further: 0% is about no effect
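EGFP and DsRed fluorescence is measured by plate cytometry in unstimulated transgenic mouse T cells exposed to compound for 60 minutes, then stimulated 18 hours at 37 degrees C with anti-CD3/anti-CD4 beads plus anti-CD28.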
TGFb inhibitor: TGF-b pathway inhibition. HepG2 CAGA-GFP TGF-b/SMAD3 reporter, GFP fluorescence, 18 h; TGF-beta stimulated, 500 pg/mL final. 410,000 compounds, 1.2% hits. Potency, µM (series often up to 46.1 µM), for inactives: top-dose activity, negative = inhibition, hits mostly inhibitors; further: potency means the concentration at half of the fitted maximal effect; on the % scale 0 is the no-effect control and ±100 the full control effect; nearly all actives have a fitted effect of over 65% in size
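Cell-based qHTS in HEPG2 carrying a CAGA-GFP Smad reporter; compounds added before 500 pg/mL final TGF-beta, 18 h incubation at 37 degrees C, GFP fluorescence quantified per cell by imaging cytometry.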
Nrf2 inh: inhibitors of Nrf2 signaling. A549 ARE-Fluc reporter, luciferase luminescence, 18-24 h. 360,000 compounds, 2.1% hits. Potency, µM (series often up to 46 µM), without a hit: at the highest dose activity change, negative = inhibition, most hits filed as inhibitors. AID 504444; further: potency means the concentration at half of the fitted maximal effect; on the % scale 0 is the no-effect control and ±100 the full control effect; nearly all actives have a fitted effect of over 60% in size
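A549 ARE_Fluc cells, 5000/well, 5% FBS OPTI-MEM; compounds in dose-response, 18-24 h at 37 °C/5% CO2; CellTiter-Fluor viability read (Ex 405/Em 525), then BugLite luciferase luminescence = Nrf2 activity.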
Nrf2 ARE act: activators of Nrf2 (ARE) signaling; AREc32 ARE-luciferase reporter (MCF7-derived line), luminescence, 24 h; Potency, µM (doses to about 46.1 µM), without a hit: at the highest dose activation, most hits filed as activators; 410,000 compounds, 0.31% hits; further: potency means the concentration at half of the fitted maximal effect; % of control where 0% means no effect; nearly all actives have a fitted effect of over 65% in size
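ARE activation measured as luciferase luminescence (Steady-Glo, 30 min RT) in AREc32_Fluc cells after 24 hr compound exposure at 37 deg C, 5% CO2; cells seeded overnight at 1000/well in OPTI-MEM, 5% FBS.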
A549 tox: kills or reduces viability of A549 cells in Nrf2 counter-screen. A549 ARE-Fluc cells, CellTiter-Fluor viability, 18-24 h. Potency, µM (titrated, usually from 46 µM), for inactives: at the highest dose activity change, negative = cytotoxicity, actives largely listed as inhibitors. 390,000 compounds, 0.16% hits. AID 504648; further: potency means the concentration at half of the fitted maximal effect; on the % scale 0 is the no-effect control and ±100 the full control effect
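A549 ARE_Fluc cells in 5% FBS OPTI-MEM were exposed to compounds in concentration-response for 18-24 h at 37 deg C. Viability was read by CellTiter-Fluor fluorescence (Ex 405/Em 525) after 30 min, before the luciferase read.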
EPAC2 agonist: EPAC2 (human) agonism. EPAC2 activation, biochemical qHTS; response scale: 100% = 6.5 mM cAMP response. Potency, µM (doses to about 154 µM), for inactives: at the highest dose activation, usual class: activators. 360,000 compounds, 0.079% hits. Q8WZA2. AID 720711; further: potency means the concentration at half of the fitted maximal effect; nearly all actives have a fitted effect of over 50% in size
Target sequence (Q8WZA2 whole entry, looked up): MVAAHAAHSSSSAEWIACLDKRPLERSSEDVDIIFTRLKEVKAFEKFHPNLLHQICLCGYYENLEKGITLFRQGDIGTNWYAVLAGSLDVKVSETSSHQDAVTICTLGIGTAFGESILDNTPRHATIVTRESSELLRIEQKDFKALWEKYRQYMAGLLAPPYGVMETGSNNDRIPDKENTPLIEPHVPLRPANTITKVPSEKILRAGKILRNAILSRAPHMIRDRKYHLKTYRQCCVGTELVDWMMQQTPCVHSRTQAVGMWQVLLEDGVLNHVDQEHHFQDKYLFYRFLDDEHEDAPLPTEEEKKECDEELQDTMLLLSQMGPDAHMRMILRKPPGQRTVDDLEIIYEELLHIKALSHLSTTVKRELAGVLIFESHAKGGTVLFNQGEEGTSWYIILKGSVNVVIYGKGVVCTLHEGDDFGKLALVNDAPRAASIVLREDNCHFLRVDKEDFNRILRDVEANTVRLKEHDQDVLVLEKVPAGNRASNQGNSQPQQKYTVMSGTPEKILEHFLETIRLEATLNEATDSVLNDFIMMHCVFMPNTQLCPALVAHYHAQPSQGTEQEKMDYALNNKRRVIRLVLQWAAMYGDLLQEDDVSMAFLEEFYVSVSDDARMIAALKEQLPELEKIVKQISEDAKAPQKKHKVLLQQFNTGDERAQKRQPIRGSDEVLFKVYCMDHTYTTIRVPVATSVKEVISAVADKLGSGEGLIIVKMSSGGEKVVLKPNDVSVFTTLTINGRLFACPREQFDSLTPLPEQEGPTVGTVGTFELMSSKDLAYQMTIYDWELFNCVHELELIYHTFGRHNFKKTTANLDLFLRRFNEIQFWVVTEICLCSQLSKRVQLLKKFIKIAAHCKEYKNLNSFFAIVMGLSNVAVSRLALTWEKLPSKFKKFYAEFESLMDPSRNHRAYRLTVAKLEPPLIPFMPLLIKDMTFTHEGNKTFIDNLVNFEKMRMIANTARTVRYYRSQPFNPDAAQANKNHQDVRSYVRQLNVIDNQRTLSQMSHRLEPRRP
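Compounds were added across a concentration range to EPAC2 (100 nM), RAP1B-BODIPY-GDP (250 nM) and GDP (50 uM). After 5 min at room temperature, fluorescence was recorded at 5-min intervals for 30 min.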
ATXN2 expr inh: ATXN2 expression inhibition; Potency, µM (doses to about 57 µM), inactives show at the highest dose activity change, negative = inhibition, most hits filed as inhibitors; HEK-293 ATXN2-luciferase reporter, luminescence, 24 h; 360,000 compounds, 0.72% hits; further: potency means the concentration at half of the fitted maximal effect; on the % scale 0 is the no-effect control and ±100 the full control effect; nearly all actives have a fitted effect of over 55% in size
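qHTS (up to 57 uM final) was run with 24 h compound exposure of reporter cells at 37 °C. Each well was multiplexed: SteadyGlo luminescence measured ATXN2-luciferase expression after a fluorogenic Gly-Phe-AFC viability readout (25 uM final).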
The depositor's hits bear a star; i = inactive; ? = inconclusive; · = no result given; [ ] = remark or other dose. Unless noted, the call rests on the fitted dose curve; in most records, active means well fitted curve in the direction sought with a large enough effect; inconclusive means small, poorly fitted or top-dose-only effect, or another doubt; inactive means no such curve, though single readings can be large; an effect the other way counts as inactive or inconclusive.

SMILES | ATXN viability | HepG2 tox | IL-2 act | TGFb inhibitor | Nrf2 inh | Nrf2 ARE act | A549 tox | EPAC2 agonist | ATXN2 expr inh
O=C1CCCN1CCCNc1nc2c(S(=O)(=O)c3ccccc3)nnn2c2ccc(Cl)cc12 | i | -18% | -5.2 | -12% | ? | -0.7% | -12% | 3% | -25%
S=C(Nc1ccccc1)Nc1nccs1 | ? | -14% | -2.9 | ? | 12% | 0.1% | 1% | 7% | ·
O=C(CCN1C(=O)/C(=C/c2ccccc2)SC1=S)NC1CCS(=O)(=O)C1 (stereo not drawn) | ? | -12% | -2.4 | 0% | ? | 20% | ? | -5% | 6%
CCOc1ccc(N(CC(=O)NCCc2ccc(C)cc2)S(=O)(=O)c2c(C)noc2C)cc1 | ? | -24% | -3.5 | -5% | 3% | 0.0% | -3% | -9% | -6%
CCOc1ccc(S(=O)(=O)N(CC(=O)NCc2cccnc2)c2ccc(F)cc2)cc1 | i | -12% | -4.0 | -8% | 2% | -0.2% | 0% | 1% | 2%
COc1ccc(NC(=O)CN2CCC(C(N)=O)(N3CCCCC3)CC2)cc1 | i | -22% | -2.5 | 0% | 1% | 0.2% | 4% | 9% | -10%
COc1ccc(NC(=O)N(C)C[C@@H]2OCc3cnnn3CCCC(=O)N([C@H](C)CO)C[C@@H]2C)cc1 | i | 1% | -4.5 | -2% | · | 0.3% | · | 14% | 1%
CSc1ccc(-c2cc(=O)c3ccccc3o2)cc1 | i | -28% | -0.4 | -19% | ? | 2.8µM* | 9%[1.84 µM] | 16% | 36%[activator]
COc1ccc(-c2cn3ccsc3n2)cc1 | i | -29% | 0.9 | -3% | ? | 0.4% | -19% | -6% | 14%
COCCN(C(=O)COC(=O)c1ccccc1Oc1ccccc1)c1c(N)n(Cc2ccccc2)c(=O)[nH]c1=O | i | 0% | 0.4 | -19% | 7% | 0.0% | 4% | 5% | -9%
COc1ccc(C(=O)N/N=C2\CCc3ccccc32)cc1OC | i | -9% | 0.6 | 8% | 5% | 0.1% | -3% | 0% | 27%[11.3 µM]
CC(=O)c1cc(F)c(N2CCCC2)cc1C | i | -20% | 4.1 | 4% | · | 0.1% | -1% | 0% | 6%
CCN(CCO)c1nc(NCc2ccccc2)c2cnn(C)c2n1 | i | -2% | -0.9 | -14% | -6% | -0.4% | 6% | 2% | -5%
C=CCSC1=C(C#N)C2(CCCCC2)C(C#N)C(=O)N1 (stereo not drawn) | i | 1% | 1.5 | -3% | -5% | 0.0% | · | 7% | 0%
COc1cc(F)ccc1-c1csc(C(O)c2ccc(F)cc2)n1 (stereo not drawn) | i | -35% | -0.3 | -11% | · | 3.3% | · | 24% | -8%
COc1ccc(OCC(=O)Nc2c3c(nn2-c2ccc(OC)cc2)CS(=O)(=O)C3)cc1 | i | -10% | -4.8 | ? | -9% | -0.1% | 2% | 7% | -23%
CC(=O)c1c(COC(=O)c2cccnc2)nc2ccccc2[n+]1[O-] | i | 7% | -1.8 | -1% | · | -0.2% | 4% | -5% | -5%
CC1Cc2ccccc2N1C(=O)c1ccc(N2CCCCC2)c([N+](=O)[O-])c1 (stereo not drawn) | i | -36% | -3.8 | ? | 23µM* | 0.4% | -13% | 8% | 3%
CC(=O)c1c2c3c(c(Br)ccc3n(C)c1=O)C(=O)c1ccccc1-2 | ? | 6% | -3.1 | 2% | 2% | 12% | -19% | 6% | -2%
COc1cccc(-c2cc(C(=O)Nc3ccc(Br)c(C)c3)[nH]n2)c1 | · | -5% | · | -7% | 19% | 0.4% | 2% | · | ·
Cc1ccc(NC(=O)COc2cccc3ccccc23)c(O)c1 | i | -13% | 0.4 | 0% | -11% | 8.9% | 2% | 5% | -16%
Cc1cccn2c(=O)c(/C=C(\C#N)C(=O)NC3CCS(=O)(=O)C3)c(N3CCC(C)CC3)nc12 (stereo not drawn) | i | -18% | -0.6 | -14% | -2% | 16% | 1% | 8% | -1%
O=C(O)CN1C(=O)/C(=C\c2ccccc2OCc2ccccc2)SC1=S | ? | -23% | 1.4 | -16% | · | 0.2% | · | 0% | ·
CS(=O)(=O)N(CC(=O)N1CCCCCC1)c1cccc(Br)c1 | i | 0% | 0.3 | ? | 2% | 0.0% | 0% | 3% | -1%
CCOCCCNC(=O)C(C)NS(=O)(=O)c1ccc(C)cc1 (stereo not drawn) | i | -1% | -1.4 | 6% | 3% | -0.2% | -2% | 4% | 3%

Continued, overlapping the part above by 2 compounds.
SMILES | ATXN viability | HepG2 tox | IL-2 act | TGFb inhibitor | Nrf2 inh | Nrf2 ARE act | A549 tox | EPAC2 agonist | ATXN2 expr inh
CS(=O)(=O)N(CC(=O)N1CCCCCC1)c1cccc(Br)c1 | i | 0% | 0.3 | ? | 2% | 0.0% | 0% | 3% | -1%
CCOCCCNC(=O)C(C)NS(=O)(=O)c1ccc(C)cc1 (stereo not drawn) | i | -1% | -1.4 | 6% | 3% | -0.2% | -2% | 4% | 3%
COc1ccc2ccccc2c1CNCc1ccc(C)cc1 | i | -39% | -3.5 | ? | -6% | 3.0% | -4% | 0% | ?
O=C(CN1c2cccc3cccc(c23)S1(=O)=O)NCc1ccc(Cl)cc1 | i | -43% | -0.5 | -2% | ? | 3.5% | -3% | 11% | ?
CCOc1ccc(-n2c(SCC(=O)Nc3nccs3)nc3c(c2=O)SCC3)cc1 | ? | 8% | 0.1 | 1% | 7% | 0.3% | 2% | 2% | 1%
COc1ccccc1C(=Cc1ccc([N+](=O)[O-])cc1)C(=O)O | i | -22% | -3.6 | 1% | · | -1.8% | · | 13% | ·
Cc1cc(Cl)ccc1OCC(=O)OC(C)C(=O)NC(N)=O (stereo not drawn) | i | -3% | 0.1 | 6% | 16% | -0.4% | -15% | -4% | -1%
Cc1ccc(S(=O)(=O)N(C)C)cc1NC(=S)NC(C)CCCC(C)C (stereo not drawn) | i | -34% | -1.2 | 18µM* | ? | 6.9% | -17% | -9% | -18%
CCN(CC)S(=O)(=O)c1cccc(NC(=O)C2SC(=Nc3ccc(C)cc3C)C(C(=O)NC(C)COC)=C2N)c1 (stereo not drawn) | i | -8% | -2.0 | ? | 21µM* | 1.7% | ? | -5% | -26%
O=S(=O)(Nc1nc2ccccc2nc1OCC(F)(F)F)c1cccs1 | i | 3% | 0.1 | -18% | -2% | -0.2% | 4% | -2% | 1%
O=C1NC(=O)/C(=C\c2ccccc2Oc2ccc(F)c(F)c2)S1 | i | -39% | -1.4 | ? | · | 15% | -3% | 7% | -2%
Cc1ccnc(NC(=S)NC(=O)/C=C/c2ccc(Cl)cc2)c1 | ? | 5% | -3.4 | ? | 17% | 3.5% | -2% | -3% | 0%
Cc1cccc(C(=O)Nc2ccc(N3CCN(c4ccc(F)cc4)CC3)c(C(=O)O)c2)c1 | i | 10% | · | -1% | · | 0.2% | -2% | · | 11%
COCCn1c(=O)[nH]c2cc(C(=O)NCCCN3CCN(c4ccc(F)cc4)CC3)ccc2c1=O | i | -19% | -1.1 | -12% | -16% | 0.1% | 21% | 10% | -11%
CN(C)S(=O)(=O)c1ccc(C(=O)Nc2nnc(SCC(=O)N3CCOCC3)s2)cc1 | i | -6% | -1.5 | -5% | · | 0.1% | · | -3% | ·
O=C(Cc1ccc2ccccc2c1)Nc1ccccc1Br | i | -7% | 3.3 | 7% | 3% | -0.1% | 12% | -2% | -18%
CCOC(=O)c1c(NC(=O)c2ccccc2C(=O)O)sc2c1CCC2 | i | -10% | -0.6 | 10% | -23% | -1.2% | -7% | 4% | ·
COc1ccc(-n2c(C)cc(C(=O)Cn3c(NCCO)nc4ccccc43)c2C)cc1 | i | -18% | -1.9 | -1% | -2% | 0.2% | -6% | 4% | -28%
Nc1n[nH]c(N)c1N=Nc1ccccc1F | i | 19% | 0.7 | -5% | ? | 0.4% | -18% | -3% | 48%[activator]

Compound profiles, as listed above. Order of screens: ATXN viability | HepG2 tox | IL-2 act | TGFb inhibitor | Nrf2 inh | Nrf2 ARE act | A549 tox | EPAC2 agonist | ATXN2 expr inh
Results for Cc1ccc(NC(=O)COc2cccc3ccccc23)c(O)c1 = i | -13% | 0.4 | 0% | -11% | 8.9% | 2% | 5% | -16%
Results for O=C(CCN1C(=O)/C(=C/c2ccccc2)SC1=S)NC1CCS(=O)(=O)C1 (stereo not drawn) = ? | -12% | -2.4 | 0% | ? | 20% | ? | -5% | 6%
Results for CC(=O)c1cc(F)c(N2CCCC2)cc1C = i | -20% | 4.1 | 4% | · | 0.1% | -1% | 0% | 6%

Not a hit list (roughly 4.3% active in at least one column).
